cln2 rad14 = NCI yeast anticancer drug screen, S. cerevisiae cln2 rad14 strain | growth inhibition, % at 50 µM | 78,000 compounds, 8.3% hits;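 further: 0% = growth of vehicle-only cultures of the same strain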
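Yeast carrying cln2 and rad14 alterations (cell cycle control and DNA damage repair) were exposed to compounds. Growth inhibition was measured against vehicle-treated controls.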
mec2-1 = NCI yeast anticancer drug screen, S. cerevisiae mec2-1 strain. growth inhibition, % at 50 µM. 79,000 compounds, 9% hits;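 further: 0% = growth of vehicle-only cultures of the same strain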
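Strain: mec2-1 (DNA repair/cell cycle alteration). Compound exposure, then growth measured; inhibition expressed relative to vehicle.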
yeast mlh1 rad18 = NCI yeast anticancer drug screen, S. cerevisiae mlh1 rad18 strain | 79,000 compounds, 11% hits | AID 175 | growth inhibition, % at 50 µM;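 further: 0% = growth of vehicle-only cultures of the same strain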
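In this whole-cell yeast screen, a strain with altered DNA damage repair is challenged with compound, and its growth is measured against matched vehicle-treated controls.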
rad50 = NCI yeast anticancer drug screen, S. cerevisiae rad50 strain | % growth inhibition at 50 µM | 79,000 compounds, 10% hits | AID 155;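 further: 0% = growth of vehicle-only cultures of the same strain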
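Readout: growth inhibition relative to vehicle-treated cultures. Compound exposure was carried out in a genetically defined yeast strain deficient in DNA damage repair.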
bub3 = NCI yeast anticancer drug screen, S. cerevisiae bub3 mutant strain; growth inhibition, % at 50 µM; 78,000 compounds, 9.9% hits; AID 167;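 further: 0% = growth of vehicle-only cultures of the same strain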
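Yeast carrying a defined mutation is treated with each compound, and growth is compared with that of vehicle-exposed cells to give inhibition.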
yeast sgs1 mgt1 = NCI yeast anticancer drug screen, S. cerevisiae sgs1 mgt1 strain; growth inhibition, % at 50 µM; 78,000 compounds, 10% hits; AID 161;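 further: 0% = growth of vehicle-only cultures of the same strain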
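Inhibition of yeast growth, normalised to vehicle-treated controls, is reported for a strain bearing genetic alterations in DNA damage repair.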
* = called active by the depositor; . = no result given; & = joins results of further samples. No stated cut-off is given here; in the data, active means growth inhibition above about 70%; inactive means the rest. Hits appear at their usual frequency. Share with any hit: about 14%.

#	SMILES	mec2-1	rad50	yeast sgs1 mgt1	bub3	yeast mlh1 rad18	cln2 rad14
1	C[N+]1(CC(O)C[N+]2(C)CCCCCC2)CCCCCC1	14	11	-8	-3	33	-6
2	O=S1C2CCC(Br)C1CCC2Br (stereo not drawn)	-6	8	23	6	12	-5
3	CC(=O)C(N)=Nc1ccccc1	7	19	-10	21	6	2
4	CSc1nsc(NN)n1	12	3	-7	-34	4	-9
5	COc1cc(C2C(C)=C(C)Oc3cc4c(cc32)OCO4)cc(OC)c1OC (stereo not drawn)	1	5	24	34	12	-33
6	CC(C)(Oc1ccc2c(=O)cc(-c3ccccc3)oc2c1)C(=O)Nc1c(Cl)cccc1Cl	-19	8	10	10	-15	-59
7	COC(=O)C(Cc1nc2ccccc2[nH]c1=O)/C(=N\NC(C)(C)C)C(=O)Nc1c(C)cc(Br)cc1C (stereo not drawn)	-5	17	6	4	-3	-36
8	BrCCC[n+]1ccc2ccccc2c1-c1nccc2ccccc12	16	51	54	5	50	33
9	CC(=O)[OH+]c1c(I)cc(I)cc1C(=O)[O-].CC(=O)[OH+]c1c(I)cc(I)cc1C(=O)[O-].[Cu+2]	2	-8	-6	12	5	-5
10	Cc1cc(=O)[nH]c2ccc(Cc3ccccc3)cc12	6&10	28&-1	18&-8	-3&-5	22&17	6&-26
11	CC(C)c1ccc(/C=C2\CSCC3=C2NC(=S)NC3c2ccc(C(C)C)cc2)cc1 (stereo not drawn)	99*	98*	99*	99*	98*	99*
12	COc1ccc(/C=C\c2cc(OC)c(OC)c(OC)c2)cc1OP(=O)(O)O	0&-18&-11	-12&6&2	-12&40&34	-35&14&5	-13&-16&3	13&19&19
13	Nc1ccc(Br)c2ccccc12	22	33	17	27	46	19
14	O=[N+]([O-])c1ccc(O)cc1	-7	-20	10	-7	-12	-23
15	CC(CN(C)C)C(=O)c1cn(C)c2ccccc12 (stereo not drawn)	17	9	30	-9	70*	13

3 entries from above, sorted by count of non-hydrogen atoms, descending:
#	SMILES	mec2-1	rad50	yeast sgs1 mgt1	bub3	yeast mlh1 rad18	cln2 rad14
7	COC(=O)C(Cc1nc2ccccc2[nH]c1=O)/C(=N\NC(C)(C)C)C(=O)Nc1c(C)cc(Br)cc1C (stereo not drawn)	-5	17	6	4	-3	-36
8	BrCCC[n+]1ccc2ccccc2c1-c1nccc2ccccc12	16	51	54	5	50	33
10	Cc1cc(=O)[nH]c2ccc(Cc3ccccc3)cc12	6&10	28&-1	18&-8	-3&-5	22&17	6&-26

Screen by screen, from the results shown.
rad50 for nos. 3–12, in order: 19, 3, 5, 8, 17, 51, -8, 28&-1, 98*, -12&6&2

Next results follow:
#	SMILES	mec2-1	rad50	yeast sgs1 mgt1	bub3	yeast mlh1 rad18	cln2 rad14
16	COc1ccc(-c2cc(=O)c3c(O)c(OC)c(O)cc3o2)cc1O	15	25	38	38	17	23
17	Cc1cc(C(O)CNC(C)CCn2cnc3c2c(=O)n(C)c(=O)n3C)ccc1O (stereo not drawn)	8	36	22	-6	16	20
18	N#Cc1c(-c2ccccc2)cc(-c2ccc(N)cc2)[nH]c1=O	4	26	13	12	20	33
19	C[C@]12CC[C@H]3[C@@H](CC4=CC(=O)CC[C@@]43C)[C@@H]1CC[C@@H]2O	-1	-1	6	2	-2	-37
20	CCN(CC)CCN(N)CCN(CC)CC	-25	21	-1	-44	-17	-2
21	O=C(CCCC(=O)Nc1ccc2[nH]c3ccccc3c(=O)c2c1)Nc1ccc2[nH]c3ccccc3c(=O)c2c1	-9	13	0	-4	3	21
22	Cc1nc2ccc(Cl)cc2c2c1CCN2c1ccc(F)cc1	-11	-28	4	3	-35	-15
23	CCC(C)(O)C(C(=O)O)C1CCCCC1 (stereo not drawn)	23	0	9	10	-9	4
24	CCN1C(=O)Nc2ccc(Cl)cc2C1(O)c1ccccc1 (stereo not drawn)	13	6	2	-13	-6	11
25	O=C1C=CC(=NN=C(c2ccccc2)c2ccccc2)C=C1	54	55	38	64	53	44
26	Cc1ccccc1NC=O	-19	-26	-44	-36	-13	6
27	C=CCNC(=O)N(CCCC(NC(C)=O)C(=O)NCc1ccccc1)Cc1ccccc1 (stereo not drawn)	-3	2	-9	-5	-10	26
28	COc1cc2c(cc1Oc1c(Oc3c(O)c(OC)cc4c3C(CC(C)C)N(C)CC4)c(OC)cc3c1C(CC(C)C)N(C)CC3)C(CC(C)C)N(C)CC2 (stereo not drawn)	-20	0	-33	-7	5	5
29	NNc1nnnc2ccccc12	1	14	-1	-31	22	-38
30	O=c1cc(-c2cccc3ccccc23)[nH]c2ncccc12	-11	-13	-22	-9	-30	14
31	Cc1nc(CO)c(-c2ccc([N+](=O)[O-])cc2)o1	-4	0	-9	-13	-2	-20
32	COCCOC(=O)c1ccccc1C(=O)OCCOC	12	41	24	-3	13	2
33	Cc1occc1C(=S)Nc1ccc(Cl)c(/C=N/OC(C)C)c1	59	77*	71*	74*	78*	76*
34	c1cc(Nc2ccc(Nc3ccc(CN4CCCCC4)cc3)cc2)ccc1CN1CCCCC1	90*	82*	91*	89*	88*	83*
35	CCCCS(=O)(=O)CCCC	1	18	-10	-1	23	1
36	COc1ccc2c(c1)N=C(N)n1c(nc3ccccc31)S2	55	61	74*	70	57	36
37	CCc1cc(CCC(=O)Nc2ccccc2[N+](=O)[O-])[nH]c(=S)n1	-21	-11	11	-14	-11	12
38	Nc1cc2[nH]c(=O)c3cc(Cl)ccc3c2cc1Cl	-3	90*	48	-5	61	-24
39	CC(=O)NC(CSC1=C2NC(=O)\C=C/C=C/C=C\C(C)C(O)CC(=O)/C(C)=C\CC(O)/C=C/C(C)C(O)C(C)C=C(C)C(=O)c3c(O)c(C)cc(c3C1=O)C2=O)C(=O)O (stereo not drawn)	8	1	37	15	8	23
40	O=C(N=Nc1c(O)[nH]c2c(Cl)cc(Cl)cc12)c1ccncc1	-37	-18	-32	-25	-17	-1
41	O=C1CCN=C2C(=O)c3ccccc3C(O)=C12	31	43	50	58	57	8
42	O=C1C(=O)C(CCc2ccccc2)C(=O)/C1=C\c1ccccc1 (stereo not drawn)	18	4	11	-7	20	-10
43	O=C(Oc1ccc(-c2ccc([N+](=O)[O-])cc2)cc1)c1ccccc1	4	30	17	20	8	15
44	CN1C=CCC(/C(=N\O)c2ccccc2)=C1	-11	-1	-21	-24	11	-38
45	OCC[N+](CCO)(CCO)CCO	-9	-14	-25	-28	-10	-19
46	O=C(O)c1cc2ccccc2c(O)c1O	3	-6	-4	-6	0	-25
47	O=C1C2C3CC(C4C5C=CC(C5)C34)C2C2C3CC(C12)C1C2C=CC(C2)C31 (stereo not drawn)	-16	-19	-24	-9	-24	18
48	CCNC1=CC(=O)c2ncccc2C1=O	16	48	28	39	28	-8
49	CC(=O)Oc1cc(OC(C)=O)c2c(c1)C(=O)c1cc(C)cc(OC(C)=O)c1C2=O	26	22	17	0	34	17
50	Nc1nc2ncn(CCO)c2c(=O)[nH]1	2	9	3	3	16	-1
51	O=C(Oc1ccccc1)c1ccc(C(=O)Oc2ccccc2)cc1	29	9	16	43	12	4
52	COc1ccccc1C1OC2=C(Nc3ccccc3N2)C1=O (stereo not drawn)	19	16	32	22	33	16
53	CCCCOC(=O)C(=O)/C(=C\n1c(=S)[nH]c2ccccc21)C(=O)C=C(C)C	-21	-30	-36	-14	-38	13
54	C[Si](C)(c1ccccc1C(=O)Nc1ccccc1)c1ccccc1C(=O)Nc1ccccc1	-6	41	21	-1	-3	-23
55	Cc1cc(SCC(=O)c2ccc3c(ccc4ccccc43)c2)cc(C)[o+]1	11	-1	12	10	56	-51
56	O=C(NNc1ccccc1)c1ccccc1Cl	92*	98*	96*	96*	96*	93*
57	CC(=O)Nc1ccc(C(=O)NN2C(=O)C(Cl)/C2=C/c2ccco2)cc1 (stereo not drawn)	-9	1	-29	-23	-20	-5
58	O=C(O)c1ncn2c(=O)n(CCCl)nnc12	-16	-19	-16	-1	9	-28
59	CCN(Cc1ccc(C(=O)OC)cc1)c1cccc(NC(C)=O)c1	7	34	30	20	34	-10
60	OC12c3ccccc3C1(c1ccc(Cl)cc1)c1ccc(Cl)cc12 (stereo not drawn)	-1	-7	-1	1	5	-3

Compounds shown so far containing a nitro group on carbon:
#	SMILES	mec2-1	rad50	yeast sgs1 mgt1	bub3	yeast mlh1 rad18	cln2 rad14
14	O=[N+]([O-])c1ccc(O)cc1	-7	-20	10	-7	-12	-23
31	Cc1nc(CO)c(-c2ccc([N+](=O)[O-])cc2)o1	-4	0	-9	-13	-2	-20
37	CCc1cc(CCC(=O)Nc2ccccc2[N+](=O)[O-])[nH]c(=S)n1	-21	-11	11	-14	-11	12
43	O=C(Oc1ccc(-c2ccc([N+](=O)[O-])cc2)cc1)c1ccccc1	4	30	17	20	8	15

Later entries.
#	SMILES	mec2-1	rad50	yeast sgs1 mgt1	bub3	yeast mlh1 rad18	cln2 rad14
61	CC1=NN(C(=O)c2ccccc2O)C(=O)/C1=C/c1cccc([N+](=O)[O-])c1	27	48	37	61	34	28
62	CCOC(=O)/C(C#N)=C/c1ccc(Cl)cc1	-12	-5	-13	-34	-1	1
63	CS(=O)(=O)C(=Cc1ccccc1Cl)S(C)(=O)=O	-2	-13	4	5	-28	12
64	CCCSc1nc2c(c(=O)n(C)c(=O)n2C)n1C	15	8	10	9	6	-9
65	COc1ccc(NC(=O)CC(=O)NN)cc1	0	-5	3	-10	9	-2
66	CC(N)(C(=O)O)c1ccccc1 (stereo not drawn)	-2	-2	19	-14	-21	-25
67	O=c1c(Cl)c(Cl)cnn1CCCl	18	75*	-16	-10	.	7
68	COc1cc(O)c(C(C)=O)c(O)c1	16	10	10	29	18	17
69	COC(=O)c1c(-c2ccccc2)c(-c2ccccc2)[nH]c(=O)c1C#N	-19	-2	-5	-8	8	20
70	CCOC(=O)C1C(=S)NC(=O)C1C#N (stereo not drawn)	0	0	1	11	-5	1
71	O=C(CC(c1ccccc1)C(Br)(c1ccccc1)[N+](=O)[O-])c1ccccc1 (stereo not drawn)	0	12	-3	-3	-6	22
72	NC(N)=NCCCOc1ccc([N+](=O)[O-])cc1	-5	-2	-6	-10	-9	-86
